TRHR agonist – TRH receptor (human) agonism | P34981 | AID 493084 | activation, % at 2 µM | TRHR cells, calcium flux fluo-8, FDSS agonist mode | 360,000 tested, 0.18% active; note: 0% is about no effect
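In this calcium-flux screen, cells bearing human TRHR are dye-loaded with fluo-8, baselined for 10 cycles, then exposed to library compounds; positive kinetic calcium responses during the agonist phase mark hits, with TRH as control.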
D1 PAM – human D1 dopamine receptor positive modulation; P21728; HEK293 TREx D1 cells, calcium flux, dopamine EC20 potentiation; potentiation, % at 10 µM; 360,000 tested, 0.036% active; AID 504651; in the data active = potentiation above about 30%; note: 0% is about no effect
RXFP1 antag – RXFP1 (human) relaxin receptor antagonism; Q9HBX9; HEK293-RXFP1, relaxin-stimulated cAMP HTRF, 30 min; active compounds read low; activity change, negative = inhibition, % at 57.5 µM; 350,000 tested, 0.59% active; AID 1259400;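 active = activity change of -60% or lower, but not beyond a set lower limit; inconclusive = change between -60% and -40%, or beyond the set limit; inactive = change above -40%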; note: % is set by controls: 0 for no effect and ±100 for the full control effect
Target sequence (Q9HBX9 whole entry, looked up): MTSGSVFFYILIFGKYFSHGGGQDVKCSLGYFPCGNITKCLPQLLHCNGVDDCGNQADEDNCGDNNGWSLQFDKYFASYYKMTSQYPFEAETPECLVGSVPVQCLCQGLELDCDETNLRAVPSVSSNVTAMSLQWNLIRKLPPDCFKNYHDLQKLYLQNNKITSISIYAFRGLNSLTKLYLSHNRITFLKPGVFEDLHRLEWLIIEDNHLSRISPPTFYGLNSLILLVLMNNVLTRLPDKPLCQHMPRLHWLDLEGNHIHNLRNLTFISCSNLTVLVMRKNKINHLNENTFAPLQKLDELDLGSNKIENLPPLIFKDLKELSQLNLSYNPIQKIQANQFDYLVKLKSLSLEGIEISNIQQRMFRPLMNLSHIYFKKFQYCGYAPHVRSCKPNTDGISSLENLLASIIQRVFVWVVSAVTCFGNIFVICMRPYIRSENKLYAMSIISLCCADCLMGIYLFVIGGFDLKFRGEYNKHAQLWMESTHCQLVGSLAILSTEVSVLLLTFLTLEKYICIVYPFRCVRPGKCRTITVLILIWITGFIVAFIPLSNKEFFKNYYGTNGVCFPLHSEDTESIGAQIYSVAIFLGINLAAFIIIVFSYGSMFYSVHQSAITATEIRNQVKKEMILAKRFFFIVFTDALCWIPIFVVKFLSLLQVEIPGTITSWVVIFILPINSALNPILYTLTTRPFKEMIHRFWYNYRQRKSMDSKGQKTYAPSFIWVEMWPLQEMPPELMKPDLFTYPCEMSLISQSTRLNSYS
D2 antag – antagonists of human D2 dopamine receptor. P14416. HEK293 TREx D2 cells, calcium flux, dopamine EC80. inhibition, % at 10 µM. 340,000 tested, 2% active. AID 485344; in the data active = inhibition above about 30%; note: 0% is about no effect
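Dopamine at EC80 is the agonist stimulus; test compounds precede it by 180 s. Calcium flux read kinetically in a force-coupled, inducible HEK293 T-REx D2 cell line.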
D1 antag – human D1 dopamine receptor antagonism; HEK293 TREx D1 cells, calcium flux, dopamine EC80; active compounds read low; AID 504652; P21728; activity change, negative = inhibition, % at 10 µM; 360,000 tested, 3.2% active; in the data active = activity change below about -30%; note: % is set by controls: 0 for no effect and ±100 for the full control effect
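Using tetracycline-induced force-coupled D1 Hek293 cells and a calcium dye, signals were followed for 180 s after compound, then for 180 s after EC80 dopamine, to detect inhibitors.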
D2 potentiator – positively modulates the human D2 dopamine receptor allosterically. P14416. HEK293 T-REx D2, calcium flux, EC20 dopamine potentiation. potentiation, % at 10 µM. 340,000 tested, 0.34% active. AID 485347;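 active = potentiation over 3 SD above the plate norm, cut at about 30% in these data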; note: 0% is about no effect
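Potentiation of an EC20 dopamine calcium response is measured in a force-coupled, tetracycline-inducible Hek293 Trex D2 line. Compound-only kinetic reads over 180 s flag agonists before dopamine addition.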
D1 agonist – agonists of human D1 dopamine receptor. P21728. HEK293 T-REx D1 cells, calcium flux, agonist mode. activation, % at 2 µM. 360,000 tested, 1% active; note: 0% is about no effect
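Inducible HEK293 T-REx D1 cells, force-coupled to calcium signalling, were plated at 4000 cells/well with tetracycline and held overnight at 30 C. After no-wash calcium dye loading, compound-evoked calcium rise over 180 s flagged agonists.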
TRHR enhancer – allosteric enhancers of human TRH receptor. 360,000 tested, 0.66% active. P34981. TRHR cells, fluo-8 calcium fluorescence, EC20 TRH enhancement. enhancement, % at 2 µM; in the data active = enhancement above about 30%; note: 0% is about no effect
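Enhancer read-out: after compound pinning and an initial kinetic agonist-mode read, an EC20 of TRH (10 nM final) was injected and fluo-8 calcium signal (Ex 480/Em 530) followed at 1 s/cycle for 100 cycles in TRHR-expressing cells.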
D2 ag – D2 dopamine receptor (human) agonism | P14416 | HEK293 T-REx D2 cells, calcium flux agonist mode | activation, % at 2 µM | 340,000 tested, 0.53% active | AID 485358;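 active = activation over 3 SD above normal in the single-dose calcium agonist read, cut at about 30% in these data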; note: 0% is about no effect
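In this primary screen, compounds producing a positive calcium signal within 180 s of addition to tetracycline-induced, force-coupled HEK293 Trex D2 cells are flagged; cells are dye-loaded with a no-wash calcium kit beforehand.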
* marks the source's active call; other numbers are inactive results; ? = inconclusive; / = no result given; & = joins results of further samples. Cut-off read from the data, not from the text of the source, unless noted: active = activation above about 30%; inactive = the rest.

SMILES | TRHR agonist | D1 PAM | RXFP1 antag | D2 antag | D1 antag | D2 potentiator | D1 agonist | TRHR enhancer | D2 ag
O=C(CN1C(=O)C2CC=CCC2C1=O)Nc1ccc(S(=O)(=O)NC2=NCCCCC2)cc1 (stereo not drawn) | 0.5 | -2.4 | -4.1 | 2.5 | -12.5 | -4.7 | 2.8 | 0.7 | -0.7
C/C(=N\Nc1nc(C(C)(C)C)cs1)c1ccccc1 | 0.1 | 3.5 | -17.8 | -16.2 | 1.0 | -14.1 | 3.4 | -3.8 | 0.3
COc1ccc(C(=O)NC(=S)NNC(=O)c2cccnc2)cc1 | 0.3 | -7.3 | -12.7 | 3.4 | 6.7 | / | -1.4 | 1.6 | -3.0
COc1ccc(OCC(=O)Nc2c3c(nn2-c2ccccc2)CS(=O)(=O)C3)cc1 | 0.0 | -4.8 | 7.6 | 4.0 | -14.3 | -7.9 | 1.9 | 1.6 | 0.1
COC(=O)c1cccc(NC(=O)Nc2ccc(Cl)cc2Cl)c1 | 1.8 | -2.9 | -2.6 | 16.5 | -42.9* | -0.4 | 15.8 | 0.7 | 1.6
Cc1cc(=O)oc(C)c1C(=O)NCc1ccco1 | -0.7 | -1.4 | 3.6 | 0.0 | 19.4 | 10.1 | 8.0 | 3.6 | -1.8
COC(=O)c1ccccc1NC(=O)CCC(=O)N1CC(C)Sc2ccccc21 (stereo not drawn) | 0.5 | -2.9 | -1.8 | / | 4.1 | 3.7 | 2.9 | -2.9 | 0.5
CCC(C(=O)OCC(=O)N1CCN(c2ccc(OC)cc2)CC1)c1ccccc1 (stereo not drawn) | -0.7 | -2.5 | -3.0 | 19.0 | -26.9 | -8.6 | 3.6 | 0.8 | 1.6
CC(=O)c1cccc(N(CC(=O)O)S(C)(=O)=O)c1 | 0.2 | -4.3 | 2.3 | / | 5.6 | 9.8 | 1.6 | -9.1 | /
Cc1ccc(CNC(=O)c2cc3c(=O)n4cccc(C)c4nc3n(CC3CCCO3)c2=N)cc1 (stereo not drawn) | -0.3 | -2.5 | / | 0.2 | -1.3 | 0.9 | 0.6 | -2.1 | -0.2
CCOC(=O)C1(Cc2ccccc2C)CCCN(S(C)(=O)=O)C1 (stereo not drawn) | 0.2 | -1.8 | -3.7 | -10.0 | 3.1 | 1.9 | 1.4 | 6.2 | -0.2
O=C(COC(=O)C1CC2C=CC1C2)Nc1cccc(S(=O)(=O)N2CCCCCC2)c1 (stereo not drawn) | 1.1 | 7.2 | -12.4 | -21.2 | -2.8 | 0.0 | 14.4 | -2.7 | 0.5
Cc1ccc(OCCC(=O)OCC(=O)N2CCN(S(=O)(=O)c3ccc(C)cc3)CC2)cc1 | 0.9 | -6.3 | -12.6 | -2.9 | -12.5 | -3.4 | 16.6 | -1.4 | 0.7
CCOC(=O)c1cc2c3ccccc3n(CC)c2nc1N | -1.5 | -2.7 | 1.0 | -16.1 | 17.9 | 2.0 | 4.0 | -2.2 | -0.8
CCOC(=O)CSc1nc(-c2ccc(OC)cc2)cc(C(F)(F)F)c1C#N | 8.2 | -4.0 | 0.8 | / | 7.9 | -13.6 | 20.3 | -4.1 | 2.5
CCc1nn2c(=O)c(S(=O)(=O)Nc3ccc(Cl)cc3)c(C)nc2s1 | 1.0&5.3 | 1.4&-3.8 | -13.7 | 6.1 | 4.1&-25.1 | 12.9&10.0 | 6.1&10.1 | 5.5&-1.9 | 0.1&2.0
O=C(Nc1ccccc1C(=O)NCC1CCCO1)c1ccc(Cl)cc1 (stereo not drawn) | 0.4 | -2.1 | -16.2 | / | 0.9 | / | 0.1 | -4.6 | /
COCC(=O)Nc1cccc(Br)c1 | 0.5 | -0.7 | -5.7 | 5.8 | -3.5 | -4.3 | 0.2 | 0.8 | 0.3
CCn1c(C(=O)N2CCCC(C(=O)O)C2)cc2sccc21 (stereo not drawn) | 0.0 | 0.9 | -7.9 | 4.6 | -2.5 | -5.4 | -0.9 | -2.0 | -1.7
CCN(CC)CCNC(=O)c1cc2c(=O)[nH]c3ccc(C)cc3c2s1 | -1.4 | -1.5 | / | / | 5.8 | 0.1 | 2.7 | -2.2 | -1.0
CC(=O)OC1C(OC(C)=O)N(C(C)=O)C(=O)N1C(C)=O (stereo not drawn) | -0.2 | -5.3 | 1.2 | -11.2 | 4.6 | 4.8 | 3.0 | -5.0 | 0.3
COc1ccc(OC)c(NC(=O)C(=S)NC2CCCCC2)c1 | 0.9 | 1.0 | -9.3 | -5.0 | 4.1 | 14.3 | 2.7 | 4.6 | 1.2
N#Cc1c(Cn2cncn2)nc(=O)n(-c2ccc(Cl)cc2)c1N | 0.0 | -3.8 | 8.1 | 25.2 | -15.9 | 2.2 | 2.4 | 1.8 | 0.2
CCOc1nc(NC(=O)NS(=O)(=O)Oc2ccccc2Cl)nc(-c2ccccc2)n1 | -1.2&-2.7 | 0.8&-3.5 | -11.3 | 21.8 | -4.2&-0.6 | 2.8&-3.8 | -1.1&0.3 | 0.1&-1.9 | 0.0&-0.3
CCn1c(O)c(N=NC(=O)CNC(=O)Cc2ccccc2)c2ccccc21 | -0.2 | 5.5 | ? | -9.6 | 12.9 | 23.9 | 1.4 | 11.2 | 0.3
COc1ccc2nc(/C=N/NC(=O)CCCCCNC(=O)OC(C)(C)C)ccc2c1 | -0.9 | -3.3 | -20.2 | 13.6 | -2.7 | 8.6 | 7.7 | -4.0 | -1.2
Cc1ccc(CCNC(=O)C2CCC(CNc3c(N4CCCC4)c(=O)c3=O)CC2)cc1 (stereo not drawn) | -0.2 | / | 3.3 | 1.4 | -11.7 | -3.1 | 4.0 | -10.6 | 0.4
CCC1CCCCN1C(=O)COc1cc(=O)n(C)c2ccccc12 (stereo not drawn) | -0.1 | / | -24.6 | -16.3 | 7.0 | -4.5 | 2.5 | 1.7 | 1.5
Cc1ccc2c(=O)cc(C(=O)N(Cc3ccccc3Cl)C3CCS(=O)(=O)C3)oc2c1 (stereo not drawn) | -0.6 | 5.6 | -8.1 | / | 7.9 | 12.3 | -1.9 | -7.7 | 1.6
Cc1cccc(C)c1NC(=O)NC1(C(=O)NCC2CCCO2)CCCCC1 (stereo not drawn) | 1.2 | -4.3 | -9.5 | 8.7 | 5.2 | 19.2 | 3.7 | -6.1 | 0.8
Cc1ccc(C)c(NC(=O)c2cc(S(=O)(=O)N3CCCc4ccccc43)ccc2F)c1 | 0.4 | 4.7 | -7.1 | / | 7.4 | 20.3 | 3.8 | 2.2 | 0.3
Cc1cc(=O)oc2cc(NC(=O)COc3cccc(C(F)(F)F)c3)ccc12 | 0.3 | 0.4 | 0.4 | 6.7 | 0.0 | 9.5 | -0.3 | 2.4 | 0.7
COc1ccccc1C(CC(=O)Nc1ccc(Cl)cc1)c1ccc(OC(C)C)cc1 (stereo not drawn) | 1.6 | -4.4 | -22.0 | -12.2 | 7.3 | -5.8 | 3.2 | 7.0 | 1.0
O=C(CNS(=O)(=O)c1ccccc1)OCC(=O)c1cccc([N+](=O)[O-])c1 | -0.3 | -2.3 | -1.0 | 11.4 | -6.8 | 0.8 | 1.0 | -1.9 | 0.5
Cc1cccc(NC(=O)C2CCCN(S(=O)(=O)c3ccc(Br)s3)C2)c1 (stereo not drawn) | 0.3 | 1.5 | -3.5 | / | -1.0 | 9.5 | 5.6 | -1.7 | 1.2
CC1(C)CC(=O)C(C=NCCN2CCN(C(=S)Nc3cccc(Cl)c3)CC2)=C(O)C1 | -0.5 | -2.7 | -12.2 | 17.0 | -11.3 | 2.5 | 0.4 | 0.1 | 0.3
O=C(OCn1nnc2ccccc2c1=O)c1cc(-c2ccccc2)nc2ccccc12 | 0.1 | -0.3 | 5.9 | -5.8 | 22.3 | 11.9 | 4.3 | -4.3 | 1.4
COc1ccc(N2CCN(CCCNC(=O)CCCn3c(=O)[nH]c4ccsc4c3=O)CC2)cc1 | -0.3 | 1.9 | -11.9 | -5.8 | 11.7 | -11.4 | 1.3 | -6.1 | 1.1
O=C(O)c1cc(-c2ccc(/C=N/Nc3ccc(Cl)cc3)o2)ccc1Cl | -0.2 | -1.6 | -0.6 | -5.9 | -19.3 | -4.8 | 1.2 | -5.5 | -1.6
CCCCN(C)C(=O)C1CCN(CCCc2ccccc2)CC1 | 0.0 | -8.6 | 7.4 | 17.7 | -11.8 | -1.0 | 0.9 | -6.3 | 5.9
COC(=O)c1c(NC(=O)Nc2ccc(Cl)cc2)sc(C)c1C | 0.2&-0.1 | 2.3&-6.8 | -6.4&-9.6 | -19.3 | 3.5&5.1 | -5.0&-8.3 | -0.5&0.8 | 17.3&3.3 | 0.5&-0.9
Cc1ccc(S(=O)(=O)N2CCOCC2)cc1C(=O)NCc1cccnc1 | 0.3 | -1.4 | 1.4 | 2.4 | 3.5 | -2.4 | 4.8 | -4.3 | -1.5
COC(=O)c1oc2ccccc2c1NC(=O)CN1CCCC1 | -0.6 | -3.5 | -28.9 | -8.4 | 8.0 | -2.3 | 3.1 | -6.7 | 0.8

Random excerpt: two entries already listed
SMILES | TRHR agonist | D1 PAM | RXFP1 antag | D2 antag | D1 antag | D2 potentiator | D1 agonist | TRHR enhancer | D2 ag
COc1ccccc1C(CC(=O)Nc1ccc(Cl)cc1)c1ccc(OC(C)C)cc1 (stereo not drawn) | 1.6 | -4.4 | -22.0 | -12.2 | 7.3 | -5.8 | 3.2 | 7.0 | 1.0
Cc1ccc(C)c(NC(=O)c2cc(S(=O)(=O)N3CCCc4ccccc43)ccc2F)c1 | 0.4 | 4.7 | -7.1 | / | 7.4 | 20.3 | 3.8 | 2.2 | 0.3

Compounds from the list above that have an aryl methoxy group (8):
SMILES | TRHR agonist | D1 PAM | RXFP1 antag | D2 antag | D1 antag | D2 potentiator | D1 agonist | TRHR enhancer | D2 ag
COc1ccc(C(=O)NC(=S)NNC(=O)c2cccnc2)cc1 | 0.3 | -7.3 | -12.7 | 3.4 | 6.7 | / | -1.4 | 1.6 | -3.0
COc1ccc(OCC(=O)Nc2c3c(nn2-c2ccccc2)CS(=O)(=O)C3)cc1 | 0.0 | -4.8 | 7.6 | 4.0 | -14.3 | -7.9 | 1.9 | 1.6 | 0.1
CCC(C(=O)OCC(=O)N1CCN(c2ccc(OC)cc2)CC1)c1ccccc1 (stereo not drawn) | -0.7 | -2.5 | -3.0 | 19.0 | -26.9 | -8.6 | 3.6 | 0.8 | 1.6
CCOC(=O)CSc1nc(-c2ccc(OC)cc2)cc(C(F)(F)F)c1C#N | 8.2 | -4.0 | 0.8 | / | 7.9 | -13.6 | 20.3 | -4.1 | 2.5
COc1ccc(OC)c(NC(=O)C(=S)NC2CCCCC2)c1 | 0.9 | 1.0 | -9.3 | -5.0 | 4.1 | 14.3 | 2.7 | 4.6 | 1.2
COc1ccc2nc(/C=N/NC(=O)CCCCCNC(=O)OC(C)(C)C)ccc2c1 | -0.9 | -3.3 | -20.2 | 13.6 | -2.7 | 8.6 | 7.7 | -4.0 | -1.2
COc1ccccc1C(CC(=O)Nc1ccc(Cl)cc1)c1ccc(OC(C)C)cc1 (stereo not drawn) | 1.6 | -4.4 | -22.0 | -12.2 | 7.3 | -5.8 | 3.2 | 7.0 | 1.0
COc1ccc(N2CCN(CCCNC(=O)CCCn3c(=O)[nH]c4ccsc4c3=O)CC2)cc1 | -0.3 | 1.9 | -11.9 | -5.8 | 11.7 | -11.4 | 1.3 | -6.1 | 1.1
